ABHD5-PLIN5 inh = inhibitors of human ABHD5-perilipin-5 interaction | Q00G26+Q8WTS1 | Split G. princeps luciferase complementation, luminescence, 4 h | inhibition, % at 4 µM | 360,000 compounds, 0.78% hits | AID 602281;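 active = inhibition above the mean inhibition across every tested compound plus 3 SD, cut at about 22% in these data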;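 note: 0% = DMSO only wells and the 100% control is not disclosed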
MC4R ag barr = agonists of human melanocortin 4 receptor (MC4R) beta-arrestin. P32245. U2OS MC4R beta-arrestin complementation, luminescence; percent of melanotan II response, DMSO zero. activation, % at 8.9 µM. 360,000 compounds, 0.98% hits;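 active = activation above a per-plate cutoff, the mean activation of sample wells on that plate plus 3 SD, cut at about 8% in these data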
Granule exo inh = blocks lytic granule exocytosis; AID 651702; TALL-104 LAMP-1 surface exposure, flow cytometry; cells stimulated with thapsigargin and PMA; 360,000 compounds, 0.66% hits; inhibition, % at 10 µM;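 active = inhibition above about 55%, limit read from the data; inconclusive = no clear call, values can overlap the other calls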
Glyco luc inh = N-linked glycosylation inhibition | reporter increase, % at 12.5 µM | 360,000 compounds, 0.23% hits | D54 ERlucT glycosylation luciferase reporter, 24 h; percent of 100 nM tunicamycin response;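 active = mean luciferase reporter signal, scaled so untreated is 0 and the glycosylation-blocking control 100, at or above a set limit in every replicate; inconclusive = mean reaches the limit but not every replicate does; inactive = mean below the limit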;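 note: luciferase carries N-glycosylation sites so blocking glycosylation raises the light; 0% = median of neutral control wells and 100% = median of 100 nM tunicamycin wells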
HTR2A ag = activates the mouse 5-HT2A serotonin receptor | P35363 | CHO-K1 mHTR2A beta-arrestin complementation, luminescence; percent of 30 µM serotonin response | activation, % at 7.6 µM | 360,000 compounds, 0.66% hits;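 active = activation above a run cutoff, the mean activation of all tested compounds plus 3 SD, cut at about 14% in these data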;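 note: 0% = plate median of compound wells and 100% = 30 µM serotonin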
Target sequence (P35363 whole entry, looked up): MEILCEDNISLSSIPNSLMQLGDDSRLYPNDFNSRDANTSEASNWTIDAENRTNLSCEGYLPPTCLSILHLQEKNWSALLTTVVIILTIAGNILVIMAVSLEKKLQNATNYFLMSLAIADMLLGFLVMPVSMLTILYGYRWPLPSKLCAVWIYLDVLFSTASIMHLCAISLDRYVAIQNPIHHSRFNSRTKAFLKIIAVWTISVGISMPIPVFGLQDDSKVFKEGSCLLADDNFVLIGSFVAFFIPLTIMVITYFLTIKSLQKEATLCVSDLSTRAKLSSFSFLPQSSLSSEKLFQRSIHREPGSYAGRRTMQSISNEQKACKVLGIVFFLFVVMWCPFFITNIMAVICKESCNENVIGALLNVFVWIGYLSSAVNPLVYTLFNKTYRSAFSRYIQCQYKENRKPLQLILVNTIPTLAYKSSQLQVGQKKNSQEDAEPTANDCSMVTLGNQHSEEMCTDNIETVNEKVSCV
H9c2 protect = myocardial damage modulation in H9c2 cells | H9c2 cardiomyocytes, H2O2 injury protection, ATPLite, 2 h | protection from H2O2 cell death, % at 20 µM | 360,000 compounds, 0.63% hits;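 active = compounds giving at least 50% protection of heart cells from peroxide-induced death in the single-dose screen, raw or plate-pattern-corrected value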;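 note: 0% = DMSO wells with peroxide and 100% = DMSO wells without peroxide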
ABCB6 inh MLPCN = blocks the human ABCB6 transporter; K562-ABCB6 porphyrin accumulation, flow cytometry, 1 h; stronger effect = lower value; 360,000 compounds, 0.19% hits; fluorescence ratio to DMSO, % at 10 µM;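 active = fluorescence ratio to DMSO below 75%, the collection mean minus 3 SD; inconclusive = too few cells collected in the well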;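 note: signal is porphyrin accumulated inside mitochondria; 100% equals median channel fluorescence of DMSO control wells; lower ratio means ABCB6 inhibition with less porphyrin fluorescence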
PDI turbidity = inhibitors of human protein disulfide isomerase | P07237 | PDI insulin aggregation turbidity, A650, 90 min | inhibition, % at 10 µM | 350,000 compounds, 0.052% hits;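 active = mean inhibition across replicates of 30% or more, whatever share of single replicates reach that level; inconclusive = mean inhibition below 30% while every single replicate reaches 30%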;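 note: absorbance from insulin aggregation driven by PDI reduction with DTT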
Target sequence (P07237 whole entry, looked up): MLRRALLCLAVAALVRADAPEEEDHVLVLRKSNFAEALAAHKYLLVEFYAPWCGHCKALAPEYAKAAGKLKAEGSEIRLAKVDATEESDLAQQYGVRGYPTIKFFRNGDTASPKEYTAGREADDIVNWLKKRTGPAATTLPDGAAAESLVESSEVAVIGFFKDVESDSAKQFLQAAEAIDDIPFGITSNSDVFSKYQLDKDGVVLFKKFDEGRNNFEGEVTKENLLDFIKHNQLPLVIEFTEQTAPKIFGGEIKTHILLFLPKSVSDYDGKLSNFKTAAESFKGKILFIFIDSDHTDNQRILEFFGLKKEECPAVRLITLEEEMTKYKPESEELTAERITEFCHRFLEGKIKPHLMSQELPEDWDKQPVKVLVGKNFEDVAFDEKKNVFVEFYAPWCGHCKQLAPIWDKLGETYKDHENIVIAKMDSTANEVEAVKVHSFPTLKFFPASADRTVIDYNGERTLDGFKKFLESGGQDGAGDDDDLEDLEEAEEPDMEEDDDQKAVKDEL
MC4R antag cAMP = blocks human MC4R cAMP signaling; P32245; MC4R-expressing cells, MTII-stimulated cAMP, LANCE TR-FRET; inhibition, % at 6.5 µM; 360,000 compounds, 0.48% hits;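 active = inhibition above its plate's cutoff, the mean of tested wells on that plate plus 3 SD, cut at about 29% in these data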;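 note: 0% = Melanotan II alone and 100% = Melanotan II plus saturating MCL0020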
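Material: U2OS-MC4R stable cell line | Reagent: Melanotan II challenge after compound preincubation | Doses: One concentration, 6.5 µM nominal | Incubation: 30-min compound preincubation, 1-h Melanotan II challenge, 1-h detection, room temperature | Signal: TR-FRET cAMP assay | Replicates: One well per compound, no replicates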
CaV13 FRET inh = Primary screen for inhibitors of IQ motif and Ca2+-dependent inactivation inhibitor domain binding in CACNA1D, Förster resonance energy transfer in living cells, …; inhibition, % at 12.3 µM; HEK cells, CFP/YFP FRET ICDI-IQ, plate reader, 10 min; percent FRET-ratio fall versus neutral wells; 340,000 compounds, 0.098% hits;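 active = mean replicate inhibition of at least 30% and at least 1% of replicates passing that level; inconclusive = only one of the two criteria is met; inactive = neither criterion is met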;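 note: 0% = median of the neutral control wells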
* = called active by the depositor; i = inactive; ? = inconclusive; nt = not tested or not shown.

SMILES	ABHD5-PLIN5 inh	MC4R ag barr	Granule exo inh	Glyco luc inh	HTR2A ag	H9c2 protect	ABCB6 inh MLPCN	PDI turbidity	MC4R antag cAMP	CaV13 FRET inh
O=C(Oc1ccc(=O)n(-c2ccccc2)n1)c1ccccc1	8	-0.2	-4	-1	1	15	92	-15	0	-5
O=C(OCc1nc2ccccc2s1)c1ccco1	0	-2.2	75*	-4	1	-4	102	0	0	-1
CC(C)c1ccc(/C=N/NC(=O)CCNC(=O)c2ccccc2)cc1	2	-0.2	-11	1	-2	-3	99	11	4	-1
CCC(=O)N1CCc2cc(S(=O)(=O)CCC(=O)Nc3ccc(C)c(F)c3)ccc21	2	-1.3	0	2	2	-7	97	0	0	-4
CC(C)c1ccc(N(CC(=O)NC2CCCCC2)C(=O)CCC(=O)Nc2ccccn2)cc1	2	-2.3	9	1	0	-1	103	-9	6	-3
CCCCN1C(=O)N(c2ccc(Cl)cc2)C(C)(O)CC1(C)C (centres undefined)	4	1.1	-4	0	7	10	92	-5	6	-20
CC(=O)c1nc(N2C(=O)CC(Cc3cc(C)cc(C)c3)C2=O)sc1C (centres undefined)	-5	0.3	-1	1	-4	-2	90	3	5	-3
O=C(/C=C/c1cc([N+](=O)[O-])ccc1OC(F)F)Nc1cccc([N+](=O)[O-])c1	-1	-0.5	-1	-10	1	2	94	-7	3	-10
CC(NC(=O)CCc1nnc(Cc2cccc(C(F)(F)F)c2)o1)C1CC1 (centres undefined)	-6	0.1	-4	3	-4	-4	100	1	17	-7
O=C(O)c1ccccc1OCc1ccccc1Cl	2	-1.3	-9	3	2	-1	99	3	8	-6
CC(C)C(c1nnnn1Cc1cccs1)N1CCN(c2ccccc2)CC1 (centres undefined)	-3	-0.1	3	-2	0	0	91	8	5	-4
CN1C(=O)CCC1(O)c1ccccc1 (centres undefined)	2	-0.4	-1	1	1	5	81	3	11	-3
O=S1(=O)CCN(Cc2ccccn2)CC1	1	-0.5	1	1	7	2	96	-3	4	-4
Cc1sc2c(c1C)C(=O)/C(=C\Nc1ccccn1)S(=O)(=O)N2C	4	-2.3	-8	-1	-1	8	87	-3	3	-5
COc1ccc(CCNC(=O)CNS(=O)(=O)c2ccc(N(C)C)c([N+](=O)[O-])c2)cc1OC	-7	-0.7	15	-2	-2	12	85	-4	0	-20
O=S(=O)(NCC1CCCN(Cc2ccccc2O)C1)c1cccc2cccnc12 (centres undefined)	-8	-4.5	-1	-2	2	4	98	-2	-1	-6
COCCN(Cc1cccs1)S(=O)(=O)c1csc(C(N)=O)c1	1	-1.4	-1	0	0	-2	92	6	4	-5
Cn1nnnc1SCc1nnc(-c2ccccc2Br)o1	-3	1.9	-4	-1	-2	10	89	-6	9	nt
Cc1cccc(CSc2nc3nc(C)cc(C)n3n2)c1	4	-0.7	2	-1	-4	-1	458	-2	-12	-17
NNC(=O)CSc1nnnn1-c1ccccc1	-2	-4.6	-1	0	2	6	103	-6	-4	-3

One compound at a time, as listed above. Order of values: ABHD5-PLIN5 inh, MC4R ag barr, Granule exo inh, Glyco luc inh, HTR2A ag, H9c2 protect, ABCB6 inh MLPCN, PDI turbidity, MC4R antag cAMP, CaV13 FRET inh
CC(NC(=O)CCc1nnc(Cc2cccc(C(F)(F)F)c2)o1)C1CC1 (centres undefined) is entered as -6, 0.1, -4, 3, -4, -4, 100, 1, 17, -7
CC(C)c1ccc(/C=N/NC(=O)CCNC(=O)c2ccccc2)cc1 is entered as 2, -0.2, -11, 1, -2, -3, 99, 11, 4, -1
CN1C(=O)CCC1(O)c1ccccc1 (centres undefined) is entered as 2, -0.4, -1, 1, 1, 5, 81, 3, 11, -3
CC(C)c1ccc(N(CC(=O)NC2CCCCC2)C(=O)CCC(=O)Nc2ccccn2)cc1 is entered as 2, -2.3, 9, 1, 0, -1, 103, -9, 6, -3

(next part)
SMILES	ABHD5-PLIN5 inh	MC4R ag barr	Granule exo inh	Glyco luc inh	HTR2A ag	H9c2 protect	ABCB6 inh MLPCN	PDI turbidity	MC4R antag cAMP	CaV13 FRET inh
O=C(C[n+]1cc(-c2ccc(F)cc2)n2c1CCC2)c1cccs1	-1	-2.8	6	-1	-2	-8	95	15	3	-18
COc1cccc(-c2cc3nc(NCc4ccccc4OC)n(C)c(=O)c3s2)c1	1	6.3	28	-1	-1	0	91	-1	-2	-7
C/C(N)=C(/C#N)C(=O)COC(=O)C1CCN(C(=O)c2ccc(Cl)cc2)CC1	-1	0.4	1	0	6	-5	92	-3	10	-7
COc1cc(NC(=S)Nc2ccccn2)cc(OC)c1OC	2	-0.8	0	1	-1	1	96	3	1	-1
Cc1cc(C)n(-c2nc3ccccc3n3cnnc23)n1	10	-0.8	-4	0	8	2	102	7	-1	-6
COc1ccc(S(=O)(=O)N2CCOC2CNC(=O)C(=O)NCc2ccccn2)cc1OC (centres undefined)	4	2.1	3	-1	6	4	i	2	1	-11
CCCCn1nc(NC(=O)c2cccs2)c2cc3cc(OC)ccc3nc21	-4	1.7	24	9	7	62*	90	7	-6	54*
S=C(NCC1CCCO1)Nc1cccc(Cl)c1 (centres undefined)	1	-2.4	4	-1	3	-4	98	-3	6	-2
CNc1ncnc2c1ncn2[C@H]1CN(Cc2ccc(F)cc2)C[C@@H](CO)O1	2	1.2	-1	2	11	13	89	-4	2	-11
CC1CN(Cc2c(O)ccc3c(=O)c(-c4ccccc4)coc23)CC(C)O1 (centres undefined)	6	2.0	18	-2	-4	-1	97	-2	4	-7
CC(C)(O)C(=O)NNC(=S)NCc1ccco1	-4	-1.8	2	0	-1	-1	108	3	14	-7
CC(Oc1ccc2ccc(=O)oc2c1)C(=O)NCCN1CCOCC1 (centres undefined)	13	3.9	-2	1	-3	3	102	-10	1	-15
CCn1c(=O)n(CC)c2cc(N3CCCC3)c(NC(=O)c3ccccc3OC)cc21	2	-1.2	26	11	-2	43	99	4	17	-6
COc1ccc(-c2nc(CS(=O)(=O)CC(=O)Nc3cccc(C(C)=O)c3)c(C)o2)cc1	4	0.5	10	3	6	2	95	-2	-1	-14
O=S1(=O)CC(O)C(NCc2ccco2)C1 (centres undefined)	4	0.1	0	1	1	1	93	-13	2	-5
Cn1c(=O)c2sccc2n(Cc2ccc(Br)cc2)c1=O	4	-1.1	-4	5	7	-8	97	6	-6	-21
COc1cccc(NC(=O)Nc2ccccc2SC)c1	-5	1.0	-2	0	-5	-4	102	10	18	9
COc1ccc(NS(=O)(=O)c2ccc(Oc3cccc(C(=O)O)c3)cc2)cc1	-4	-0.1	1	1	-1	-1	98	3	9	-5
O=C(COC(=O)c1cccnc1SC(F)F)NC1CC1	10	-0.2	-1	2	2	-1	100	-1	-2	-1
Cc1ccc(-c2cnc(NC(=O)CCC(=O)N(C)Cc3ccccc3)n2C)cc1	-1	-1.2	-2	0	-4	-4	98	7	2	-5
COc1ccc(NC(=O)Cc2nnc(SCC(=O)Nc3nccs3)n2C)cc1	10	0.8	-3	-1	4	-4	102	2	0	-4
COc1cc(NC(=O)C2CCN(c3cnccn3)CC2)cc(OC)c1	1	-2.5	9	3	-3	-3	85	-37	-3	-3
CCOc1cc(/C=C2\C(=O)N(c3cccc(C(F)(F)F)c3)C(=O)c3ccccc32)ccc1O	-6	-1.5	?	-5	1	-5	104	1	3	-4
CCOc1ccc(C2CC(c3ccc(OC)cc3)n3ncnc3N2)cc1 (centres undefined)	0	1.9	10	-1	5	8	102	nt	8	-3
CC(=O)Nc1ccc(N)cc1	0	-0.9	0	1	4	8	98	nt	8	nt
CCN(CC(=O)NC(C)(C)C)C(=O)CCl	6	-0.4	1	6	7	0	94	-6	1	-8
Cc1c(N2C(=O)/C(=C/c3cccc4ccccc34)SC2=S)c(=O)n(-c2ccccc2)n1C	0	-4.2	-1	3	0	7	92	-5	4	-13
COC(=O)C1=C(C)N(C)C(C)=C(C(=O)OC)C1c1ccncc1	-1	1.9	-2	11	2	3	96	9	-5	1
Cc1ccc(S(=O)(=O)NCCC(=O)OCC(=O)N(Cc2ccccc2)C(C)(C)C)cc1	7	-1.6	-3	-2	0	-4	97	-3	-4	-5
Clc1ccc(-n2cc(-c3ccc(Br)cc3)[n+]3c2CCCCC3)cc1	8	-0.5	23	4	2	-10	96	0	4	-4
N#Cc1cccnc1N1CCN(C(C(=O)NC2CCCC2)c2ccc(F)cc2)CC1 (centres undefined)	-2	nt	-7	nt	-6	nt	nt	nt	nt	-10
Cc1ccc(Sc2cc(C)nc(-c3ccccn3)n2)cc1	-2	-1.1	-11	-2	-3	0	100	1	-1	-5
COCc1nnc(N)s1	6	2.0	14	1	-5	-10	96	10	-4	-3
c1ccc(-c2nnc3nc(N4CCCCC4)nc(N4CCCCC4)n23)cc1	-5	-3.7	4	-6	2	-5	107	2	5	-6
CC(C)CCC(=O)N1CCC(N2CCC(C(=O)NCc3ccccn3)CC2)CC1	6	0.2	0	1	7	3	100	3	7	-4
Cc1cc2cc3c(C)cc(=O)oc3c(C)c2o1	3	-2.5	-2	1	3	-1	89	3	-6	-6
COc1ccccc1CNC(=O)C1CCN(S(=O)(=O)c2cccc3nonc23)CC1	4	0.5	1	-3	5	2	102	6	10	-4
CC1(C)OC(=O)C2=C(C[C@@H](C3CC3)O[C@H]2CCc2cccc(Cl)c2)O1	-7	nt	1	nt	-3	nt	100	nt	nt	-5
COc1cc(OC)c(-c2noc(C(=O)OC(C)(C)C)c2C(=O)OC(C)(C)C)c(OC)c1	3	-0.4	0	2	-1	-12	97	-5	9	-4
COc1cc(/C=C/C(=O)C2C(=O)C=C(C)OC2=O)cc(OC)c1O (centres undefined)	8	-0.1	-6	0	1	3	99	-3	4	-6
CC(/C=N/NC(=O)C(O)c1ccccc1)=C\c1ccccc1 (centres undefined)	3	-0.1	-1	1	-6	-7	92	-10	-2	-9
COc1cccc(/C=C/c2n[nH]c(=O)c(C#N)c2C)c1	7	-2.0	0	-3	1	2	168	19	3	-4
C=CCn1c(SCC(=O)NC2CCCc3ccccc32)nnc1-c1ccncc1 (centres undefined)	-3	-0.1	-9	0	5	2	97	4	-3	-6
Cc1nc(Cc2nnc(SCC(=O)N3CC(=O)Nc4ccccc43)o2)cs1	5	-2.1	3	1	12	4	102	9	11	-14
COc1cccc(/C=N/n2c(COc3ccccc3)n[nH]c2=S)c1	-5	0.2	-2	4	6	3	96	0	8	-20
COc1cccc(C(=O)Nc2cc([N+](=O)[O-])ccc2N2CCN(C)CC2)c1	-36	1.0	1	-2	3	6	92	1	-5	-7
O=C(CCc1ccncc1)NC1CCCc2c1cnn2-c1cc(F)cc(F)c1 (centres undefined)	7	-1.0	-1	0	-5	0	93	-3	-2	nt
COc1ccc(CN2C(=O)C(Cc3ccccc3)Nc3ncnc(N4CCCCC4)c32)cc1 (centres undefined)	4	-2.7	0	-1	-1	-1	101	0	2	nt
O=C(NC1CSC/C1=N\O)c1ccccc1 (centres undefined)	-1	-1.1	-6	0	-1	0	101	11	3	-9
